Source: PubChem (The Scripps Research Institute Molecular Screening Center)
PAFAH2 FP inh – PAFAH2 enzyme inhibitors, primary screen, biochemical, fluorescence polarization, human. Platelet-activating factor acetylhydrolase 2, cytoplasmic (Homo sapiens), Q99487. recombinant PAFAH2, FP-rhodamine activity probe. inhibition, % at 3.39 µM. hit rate 0.99% among 340,000;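 active means inhibition above the mean over all tested compounds plus 3 SD, cut at about 30% in these data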;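 further: inhibitors block probe labeling of enzyme so polarization drops; 0% = enzyme with DMSO and 100% = wells lacking PAFAH2 protein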
pPAFAH FP inh – pPAFAH enzyme inhibitors, primary screen, biochemical, fluorescence polarization, human | inhibition, % at 3.39 µM | recombinant pPAFAH, FP-rhodamine probe fluorescence polarization | AID 463082, 2010 | hit rate 1.5% among 330,000 | Platelet-activating factor acetylhydrolase (Homo sapiens), Q13093;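 active means inhibition above the mean inhibition across the screen plus 3 SD, cut at about 25% in these data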;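 further: inhibitors block binding of the rhodamine activity-based probe so polarization drops; 0% = enzyme with DMSO and 100% = wells lacking pPAFAH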
Target sequence (Q13093 whole entry, looked up): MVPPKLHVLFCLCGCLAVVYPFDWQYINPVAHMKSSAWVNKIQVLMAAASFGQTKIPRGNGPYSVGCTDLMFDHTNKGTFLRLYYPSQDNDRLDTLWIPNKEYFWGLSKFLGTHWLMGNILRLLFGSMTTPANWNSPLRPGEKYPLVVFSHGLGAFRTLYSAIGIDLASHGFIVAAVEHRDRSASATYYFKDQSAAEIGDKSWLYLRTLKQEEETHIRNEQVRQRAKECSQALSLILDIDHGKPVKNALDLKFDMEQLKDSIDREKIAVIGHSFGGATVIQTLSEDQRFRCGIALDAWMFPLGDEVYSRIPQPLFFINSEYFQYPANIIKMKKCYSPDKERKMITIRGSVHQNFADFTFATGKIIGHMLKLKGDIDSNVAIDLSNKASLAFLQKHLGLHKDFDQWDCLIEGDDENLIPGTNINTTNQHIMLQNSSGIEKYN
EBNA-1 inhibitor – EBNA-1 DNA-binding inhibitors, primary screen, biochemical, fluorescence polarization; inhibition, % at 14.8 µM; hit rate 0.34% among 300,000; AID 1950, 2009; in the data active means inhibition above about 28%
LYPLA1 counter – LYPLA1 inhibitors, primary screen, counter-screen for PME1 inhibitor project, biochemical, fluorescence polarization, FP-Rh probe ABPP; inhibition, % at 5.9 µM; AID 2174, 2009; recombinant LYPLA1; hit rate 0.16% among 320,000; Acyl-protein thioesterase 1 (Homo sapiens), O75608;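 active means inhibition above the mean of all tested compounds plus 3 SD, set per campaign, cut at about 14% in these data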;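 further: inhibitors block serine hydrolase probe labeling of LYPLA1 so polarization falls; 0% = enzyme with DMSO and 100% = wells lacking LYPLA1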
Target sequence (O75608 whole entry, looked up): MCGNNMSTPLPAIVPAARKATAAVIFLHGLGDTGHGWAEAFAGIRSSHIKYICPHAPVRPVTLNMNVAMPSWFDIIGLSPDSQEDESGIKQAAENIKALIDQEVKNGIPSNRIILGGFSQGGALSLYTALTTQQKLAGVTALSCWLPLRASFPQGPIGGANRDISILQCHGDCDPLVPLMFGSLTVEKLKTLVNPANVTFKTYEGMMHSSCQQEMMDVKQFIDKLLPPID
PAFAH1B2 FP inh – PAFAH1B2 enzyme inhibitors, primary screen, biochemical, fluorescence polarization, human | Platelet-activating factor acetylhydrolase IB subunit alpha2 (Homo sapiens), P68402 | inhibition, % at 3.39 µM | AID 492953, 2010 | hit rate 1.2% among 340,000 | recombinant PAFAH1B2, FP-rhodamine activity probe;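 active means inhibition above the mean of all tested compounds plus 3 SD, cut at about 24% in these data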;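 further: 0% = enzyme with DMSO and 100% = wells lacking PAFAH1B2; many of its hits are not listed in these tables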
PREPL inh – PREPL enzyme inhibitors, primary screen, biochemical, fluorescence polarization. Prolyl endopeptidase-like (Homo sapiens), Q4J6C6. recombinant PREPL, fluorescence polarization activity-based probe. inhibition, % at 5.96 µM. hit rate 0.68% among 320,000; in the data active means inhibition above about 43%;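 further: 0% = enzyme with DMSO and 100% = wells lacking enzyme; many of its hits are not listed in these tables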
ZTA counter – counter-screen for EBNA-1 inhibitors: inhibitors of Epstein-Barr virus ZTA. hit rate 0.15% among 320,000. AID 2234. ZTA-DNA binding, fluorescence polarization. P03206. inhibition, % at 11 µM; in the data active means inhibition above about 33%
LYPLA2 counter – LYPLA2 inhibitors, primary screen, counter-screen for PME1 inhibitor project, biochemical, fluorescence polarization, FP-Rh probe ABPP; inhibition, % at 5.9 µM; hit rate 0.38% among 320,000; recombinant LYPLA2; Acyl-protein thioesterase 2 (Homo sapiens), O95372;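 active means inhibition above the screen-wide mean plus 3 SD, limit set per campaign, cut at about 26% in these data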;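 further: 0% = LYPLA2 with DMSO and 100% = wells lacking LYPLA2 enzyme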
Target sequence (O95372 whole entry, looked up): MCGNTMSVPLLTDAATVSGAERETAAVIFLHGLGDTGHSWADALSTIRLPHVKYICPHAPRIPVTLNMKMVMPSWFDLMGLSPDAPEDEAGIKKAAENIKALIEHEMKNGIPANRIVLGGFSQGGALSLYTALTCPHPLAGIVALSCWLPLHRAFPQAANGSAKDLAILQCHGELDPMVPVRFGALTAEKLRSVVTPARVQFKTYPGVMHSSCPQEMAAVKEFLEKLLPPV
PAFAH1B3 FP inh – PAFAH1B3 enzyme inhibitors, primary screen, biochemical, fluorescence polarization, human | recombinant PAFAH1B3, FP-rhodamine probe | hit rate 0.28% among 340,000 | inhibition, % at 3.39 µM | Platelet-activating factor acetylhydrolase IB subunit alpha1 (Homo sapiens), Q15102 | AID 492972, 2010;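 active means inhibition above the screen-wide average of all tested compounds plus 3 SD, cut at about 25% in these data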;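 further: 0% = enzyme with DMSO only and 100% = wells lacking PAFAH1B3 protein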
* hit, by the source's call; / = no result given. Only part of the results is shown; count on the stated rates, not on these rows.

Structure,PAFAH2 FP inh,pPAFAH FP inh,EBNA-1 inhibitor,LYPLA1 counter,PAFAH1B2 FP inh,PREPL inh,ZTA counter,LYPLA2 counter,PAFAH1B3 FP inh
CC(C)(C)NC(=O)CSc1nnc(-c2ccncc2)n1Cc1ccccc1,9,-2,13,-3,0,-3,6,-1,-1
Cc1ccc(C(=O)NS(=O)(=O)c2ccc(C)cc2)cc1,-9,2,2,2,1,-6,-3,-2,3
CCc1ccc(NC(=O)C(C)OC(=O)c2cccc(S(=O)(=O)N3CCc4ccccc4C3)c2)cc1 (stereo not given),-16,-6,5,-16,-7,-8,9,-28,-14
CC(C)CC(NC(N)=O)C(=O)OCC(=O)NC(=O)NC1CCCC1 (stereo not given),10,6,-15,0,1,-3,-6,3,2
N#Cc1cnn(-c2ccccc2)c1N,8,0,-1,1,2,-14,-25,3,2
COc1cc([N+](=O)[O-])ccc1NC(=S)N1CCN(c2ccccn2)CC1,3,3,2,2,2,29,-2,4,-2
CCOc1cc(/C=C2\C(=O)ON=C2c2ccccc2)cc(Br)c1O,27,-1,4,-6,7,-14,4,-16,4
COc1ccc(C(C)(C)C)cc1NC(=O)COC(=O)c1ncc(Cl)c(Cl)c1Cl,0,12,9,-2,3,-1,-5,-5,-2
Cc1c(NS(=O)(=O)c2ccc(C(=O)NCc3ccc(F)cc3)cc2)c(=O)n(-c2ccccc2)n1C,-7,5,/,-3,4,5,0,1,6
[O-]/C(=C(\C(=S)Nc1cccc2ccccc12)[n+]1ccccc1)c1ccc(Cl)s1,-5,15,-3,-6,10,22,-14,-4,9
CC1=C(C(=O)Nc2cccc(C(=O)NC3CCCCC3C)c2)SCCO1 (stereo not given),8,6,3,2,3,3,-2,7,6
Nc1cccnc1Oc1ccc(F)cc1F,-4,2,-4,-2,4,4,-6,-3,0
Cn1cccc1Cc1nnc(SCC(=O)N2CCCC2)n1CCc1ccccc1,-2,1,13,4,1,6,18,-8,6
Cc1noc(C)c1NC(=O)N1CCN(Cc2ccccc2)CC1,-1,-1,-6,1,-3,4,0,1,4
Cc1ccc2c(c1)c1c(n2CC(O)Cn2c(C)nc3ccccc32)CCCC1 (stereo not given),-1,10,5,2,-2,9,0,2,2
Cc1nc(SCC(=O)NC2CCCC2)[nH]c(=O)c1Cc1ccccc1,4,-3,6,1,6,26,8,4,6
CC(C)Cc1cc(C(=O)N2CCN(c3ccc(F)cc3)CC2)no1,-7,9,7,4,5,-13,-15,18,-4
Cn1cc(/C=C(\C#N)C(=O)Nc2ccccc2O)c2ccccc21,-14,1,7,-19,-2,18,4,-4,2
COc1cc(OC)cc(C(=O)N[C@H](C(=O)Nc2nc(-c3cc(OC)ccc3OC)cs2)C(C)C)c1,-11,-5,9,-11,-9,-5,8,-15,1
COC(=O)CSc1nc2ccccc2o1,-5,0,8,5,-8,21,-8,13,-2
C=CCNC(=O)C(=O)N/N=C/c1ccco1,-1,-3,-14,-1,-1,12,6,0,4
CC(=O)Nc1ccc(S(=O)(=O)N2CCN(Cc3nc4sc(C)c(C)c4c(=O)[nH]3)CC2)cc1,-2,1,27*,0,2,9,0,-2,-3
O=C(CCc1ccccc1)N[C@@H]1c2ccccc2CC[C@H]1OCc1ccccc1,-2,3,/,/,-3,/,/,/,3
c1ccc(OCCCn2nnc(-c3ccncc3)n2)cc1,3,10,12,3,0,-4,-6,3,1
O=C(Nc1ccccc1C(=O)NCCN1CCOCC1)c1cccc([N+](=O)[O-])c1,0,1,4,-3,-3,18,-9,-3,-3
CCCCC(=O)NC(=S)NNC(=O)CCc1ccccc1,8,1,3,0,11,3,3,2,8
Cn1c(=O)[nH]c(=O)c2c1nc(N1CCN(Cc3ccccc3)CC1)n2CCCc1ccccc1,1,-3,-13,-1,0,32,-5,-4,4
COCc1c(C(=O)N/N=C(\C)c2ccncc2)nnn1-c1nonc1N,-5,6,1,0,1,0,2,2,2
Cc1ccc(OCc2nc3c4c(ncn3n2)-c2ccccc2CC42CCCC2)cc1,-1,-9,4,-2,1,-5,3,2,-3
COc1ccc(S(=O)(=O)N2CCN(C(=O)CCC3CCCC3)CC2)cc1,2,8,-21,-2,7,6,-34,-3,3
S=C(NCc1ccco1)Nc1ccc(Cl)cn1,3,9,5,0,0,4,12,-3,-13
CC1CN(C(=O)COC(=O)c2ccc(C#N)cc2)CC(C)O1 (stereo not given),-2,3,-3,2,2,0,18,2,2
CC(=O)c1sc(NC(=O)C2CCN(C(=O)c3ccc(F)cc3)CC2)nc1-c1ccccc1,3,7,-1,20*,3,1,-15,20,3
CC(C)OC(=O)C1CC(C)(O)C(=O)C(C(=O)OC(C)C)C1c1ccc([N+](=O)[O-])cc1 (stereo not given),-2,-11,-1,4,4,4,-9,-1,21
COc1cccc(NC(=O)CN(C)C(=O)c2cccnc2Sc2ccc(C)c(C)c2)c1,9,0,-12,2,7,-2,-2,-1,4
O=C(C[C@H]1C/C=C\C[C@@H](NC(=O)OCC2c3ccccc3-c3ccccc32)C(=O)O[C@@H](c2ccccc2)CNC1=O)N[C@H](CO)Cc1ccccc1,0,17,/,/,-1,16,/,/,-1
COc1ccc(C2C(=O)N(C3CCCCCC3)CC(=O)N2Cc2ccccc2)cc1OC (stereo not given),-7,-1,11,1,0,4,-1,-4,7
N=c1c(C(=O)NCc2ccc(F)cc2)cc2c(=O)n3ccccc3nc2n1CCCN1CCOCC1,6,4,8,3,-1,25,26,1,7
O=S(=O)(Cc1ccccc1)N(O)c1ccccc1,14,-1,-4,-1,-3,-1,-4,1,-8
CC1(C)CC(NC(=O)c2cc(COc3cccc(C(F)(F)F)c3)on2)CCO1 (stereo not given),11,5,4,0,4,5,8,8,4
COc1cc2ccccc2cc1C(=O)N(CCN(C)C)c1nc2c(F)cccc2s1,-2,1,0,-2,-4,-46,1,-4,3
Cc1ccc(C(=O)N2CCC3(CC2)Oc2ccc(F)cc2C(=O)C32CC(c3ccc(Cl)cc3)=NO2)s1 (stereo not given),-6,-4,3,0,2,15,1,-1,-1
O=C(O)c1ccc2ccc3ccccc3c2c1,/,-4,-3,2,/,14,-3,10,/
O=C1Cc2ccccc2C(=O)N1OCc1ccc(Cl)cc1Cl,14,-3,-7,-9,5,-1,2,-5,5
Cc1ccc(CN(C(=O)c2sc3ccccc3c2Cl)C2CCS(=O)(=O)C2)cc1 (stereo not given),6,2,0,-1,11,-33,-24,-2,6
Cc1cc(Nc2ccc(C)c(F)c2)n2ncnc2n1,3,-5,6,1,8,-6,12,-3,9
Cc1ccc2c(c1)N/C(=C(\C=C(/Cl)[N+](=O)[O-])[N+](=O)[O-])N2,/,14,0,-2,/,14,22,-2,/
CC(C)CCN(C(=O)Cc1ccc(Cl)c(Cl)c1)c1c(N)n(Cc2ccccc2)c(=O)[nH]c1=O,3,4,1,-2,-5,-4,-4,-1,5
CCN(CC(=O)NCc1cccnc1)S(=O)(=O)c1ccc(OC)cc1,0,2,-6,5,8,10,-9,10,5
COc1ccccc1C(=O)NC(=O)COC(=O)CNC(=O)c1ccccc1,6,6,-4,2,0,7,16,7,3
C=C(C)C(=O)Nc1ccc(NC(C)C)cc1,-6,-5,-14,1,7,0,-19,-1,9
COc1cccc(CNC(=O)CCNS(=O)(=O)c2cccc3nsnc23)c1,-1,-1,-4,-1,0,-11,4,-3,-3
O=C(NN1CCOCC1)c1ccc(Cl)c(Cl)c1,-1,2,1,1,5,-2,3,-2,-6
NC(=O)C1(N2CCCCC2)CCN(C(=S)Nc2ccc(F)cc2)CC1,-2,2,2,8,9,3,-2,1,7
Cc1ccccc1S(=O)(=O)/N=C(/Nc1nc2ccccc2s1)c1ccccc1,36*,2,/,/,-1,0,/,/,4
Nc1cccc2c(O)cccc12,44*,10,-14,-1,17,25,1,-3,35*
O=[N+]([O-])c1cc([N+](=O)[O-])c(Oc2cccc(Cl)c2Cl)cc1NN1CCCCC1,3,-4,4,-1,3,21,-6,-7,16
COc1cc(S(=O)(=O)NCC2CCCO2)ccc1Br (stereo not given),-8,5,1,1,1,9,-1,6,-1
CN(C)CCNC(=O)/C(=C/c1ccc(-c2ccc(Cl)cc2)o1)NC(=O)c1ccccc1,10,6,-6,-2,-1,-3,-17,-3,6
Cc1ccc(C(CC(=O)O)NC(=O)c2ccc(S(=O)(=O)N3CC(C)OC(C)C3)cc2)cc1 (stereo not given),-7,3,/,1,0,11,-16,3,8

Following part.
Structure,PAFAH2 FP inh,pPAFAH FP inh,EBNA-1 inhibitor,LYPLA1 counter,PAFAH1B2 FP inh,PREPL inh,ZTA counter,LYPLA2 counter,PAFAH1B3 FP inh
CCCc1c(NC(=O)Nc2ccc(F)cc2)cnn1-c1ccc(Cl)cc1,-6,-4,-9,-4,3,12,5,-9,10
O=C(Cn1c(NCCO)nc2ccccc21)c1ccccc1,0,4,-4,2,2,10,-33,3,-1
CCOC(=O)C1=C(CNCc2ccccc2Cl)NC(=O)NC1c1cccc([N+](=O)[O-])c1 (stereo not given),-3,2,1,1,5,9,-4,-6,7
COc1cc2c(cc1OC)C1=C(C#N)COCN1CC2,-4,2,-5,3,5,13,-3,10,8
